# mIDH1 inhibitor = inhibitors of human mutant IDH1 R132H; O75874; IDH1-R132H enzyme, NADPH consumption, diaphorase/resazurin fluorescence; Potency, µM (highest dose often 76.6 µM), inactives show at the top dose activity change, negative = inhibition, usual class: inhibitors; 390,000 compounds, 0.093% hits; also: potency is read from the fitted curve at half-maximal effect; % is scaled to controls: 0 for no effect and ±100 for the full control effect; nearly all actives have a fitted effect of over 65% in size
# Target sequence (O75874 whole entry R132H, stated change not applied): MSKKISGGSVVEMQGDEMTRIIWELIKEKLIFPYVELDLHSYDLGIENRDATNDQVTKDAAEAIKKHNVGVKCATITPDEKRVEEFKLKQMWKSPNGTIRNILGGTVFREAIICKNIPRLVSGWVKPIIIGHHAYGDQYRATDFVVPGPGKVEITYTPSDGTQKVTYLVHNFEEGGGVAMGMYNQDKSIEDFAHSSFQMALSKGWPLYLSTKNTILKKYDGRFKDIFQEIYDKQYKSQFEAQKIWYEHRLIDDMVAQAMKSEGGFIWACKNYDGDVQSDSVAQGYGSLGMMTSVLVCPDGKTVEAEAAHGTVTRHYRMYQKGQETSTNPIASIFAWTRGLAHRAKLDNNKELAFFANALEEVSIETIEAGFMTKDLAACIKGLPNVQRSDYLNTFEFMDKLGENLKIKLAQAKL
#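 IDH1-R132H (0.5 ug/mL dispensed) in pH 7.5 Tris buffer was preincubated 30 min with compound, then given a substrate mix of 0.016 mM NADPH and 2 mM alpha-KG for 80 min at room temperature; remaining NADPH was read by diaphorase/resazurin fluorescence.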
# TrxR1 inh = inhibitors of rat thioredoxin reductase 1. recombinant rTrxR1, NADPH fluorescence consumption, selenite substrate. O89049. AID 588453. Potency, µM (titrated, usually from 114 µM), without a hit: at the top dose activity change, negative = inhibition, actives largely listed as inhibitors. 390,000 compounds, 1% hits; also: potency is read from the fitted curve at half-maximal effect; % is scaled to controls: 0 for no effect and ±100 for the full control effect; nearly all actives have a fitted effect of over 65% in size
# Target sequence (O89049 whole entry, looked up): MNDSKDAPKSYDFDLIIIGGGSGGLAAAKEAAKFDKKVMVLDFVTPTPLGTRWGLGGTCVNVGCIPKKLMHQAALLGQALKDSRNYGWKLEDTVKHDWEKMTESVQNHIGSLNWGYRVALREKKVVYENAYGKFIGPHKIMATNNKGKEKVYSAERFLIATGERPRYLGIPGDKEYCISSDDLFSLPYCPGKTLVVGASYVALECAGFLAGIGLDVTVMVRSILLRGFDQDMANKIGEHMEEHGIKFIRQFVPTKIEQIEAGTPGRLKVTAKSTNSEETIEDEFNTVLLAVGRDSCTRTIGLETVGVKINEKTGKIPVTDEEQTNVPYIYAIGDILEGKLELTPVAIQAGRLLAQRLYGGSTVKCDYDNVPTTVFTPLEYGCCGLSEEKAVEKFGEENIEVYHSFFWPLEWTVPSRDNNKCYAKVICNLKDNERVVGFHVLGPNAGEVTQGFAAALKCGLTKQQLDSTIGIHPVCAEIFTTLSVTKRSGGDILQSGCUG
#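 Rat TrxR1 (90 nM in the dispensed reagent) was pre-reduced with 400 uM NADPH for 5 min at room temperature, then incubated with compound for 15 min. After 400 uM selenite was added, NADPH fluorescence (Ex 340/Em 450 nm) was followed for 8 min.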
# Pin1 inh = blocks the human prolyl isomerase Pin1. 390,000 compounds, 0.009% hits. AID 504891. Pin1 FP peptide displacement, HiFluor488, 10 min. Potency, µM (series often up to 115 µM), for inactives: top-dose activity, negative = inhibition, usual class: inhibitors; active = well fitted inhibition curve with a large enough effect in the polarisation, with a control signal flat, not every such curve was filed as active; inconclusive = small, poorly fitted or top-dose-only effect, or effect the other way, or a change in a side signal; inactive = no such curve, though single readings can be large or run the other way; the % refers to the polarisation; also: potency is read from the fitted curve at half-maximal effect; % is scaled to controls: 0 for no effect and ±100 for the full control effect
# HP1b chromo inh = blocks HP1-beta chromodomain binding to methylated histone tails; P83916; AlphaScreen HP1-beta / biotin-H3K9me3 peptide binding; Potency, µM (series often up to 114 µM), inactives show at the highest dose activity change, negative = inhibition, hits mostly inhibitors; 390,000 compounds, 0.56% hits; also: potency is read from the fitted curve at half-maximal effect; nearly all actives have a fitted effect of over 70% in size; inactives centre near 23
# Target sequence (P83916 whole entry, looked up): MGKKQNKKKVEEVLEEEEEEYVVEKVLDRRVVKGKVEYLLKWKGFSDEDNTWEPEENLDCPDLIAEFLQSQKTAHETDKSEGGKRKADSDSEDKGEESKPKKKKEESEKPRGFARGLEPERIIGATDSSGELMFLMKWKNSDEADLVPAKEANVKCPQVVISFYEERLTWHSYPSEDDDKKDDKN
#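 Compound inhibition of the preformed complex between 50 nM HP1-beta and 50 nM biotinylated H3K9me3 peptide was read by AlphaScreen. Buffer was PBS pH 7.4 with 0.01% Tween-20. Incubations ran 30 min at room temperature, with 10 ug/mL donor/acceptor beads.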
# PI4K2A block = blocks human PI4K2A kinase activity. Q9BTU6. activity change, negative = inhibition, % at 76.9 µM. 420,000 compounds, 0.13% hits. purified PI4K2A, ADP-Glo luminescence, 1 h; stronger effect = lower value. AID 1346378; in the data active = activity change below about -50%; inconclusive = mostly about -30% to -49%;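 also: -100% = wells without enzyme as full effect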
#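 Compounds are screened against recombinant PI4K2A using PI as substrate and ATP, the latter dispensed at 300 microM. Reactions run one hour at ambient temperature before ADP-Glo detection; full inhibition defined by wells lacking enzyme.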
# USP1-UAF1 inh = inhibitors of human USP1/UAF1 deubiquitinase; O94782; recombinant USP1/UAF1, Ub-Rhodamine cleavage fluorescence; Potency, µM (top dose mostly 57.1 µM), for inactives: at the top dose activity change, negative = inhibition, actives largely listed as inhibitors; 390,000 compounds, 0.23% hits; also: potency is read from the fitted curve at half-maximal effect; % is scaled to controls: 0 for no effect and ±100 for the full control effect; nearly all actives have a fitted effect of over 60% in size; inactives centre near -12
#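 In this screen, compounds sit with the deubiquitinase complex (1nM) for 15 min at room temperature before Ub-Rho is added at 150nM final. Fluorescence rise is then followed for 6 reads every 60 seconds.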
# PGK inhibitor = inhibitors of T. brucei phosphoglycerate kinase; PGK/GAPDH coupled, Kinase-Glo luminescence, 60 min; Potency, µM (series often up to 57.5 µM), inactives show at the top dose activity change, negative = inhibition, most hits filed as inhibitors; 380,000 compounds, 0.043% hits; also: potency is read from the fitted curve at half-maximal effect; % is scaled to controls: 0 for no effect and ±100 for the full control effect; nearly all actives have a fitted effect of over 60% in size
#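 Luminescent ATP detection (Kinase-Glo Plus) follows a 60-minute room-temperature incubation, with wells lacking PGK as controls. Buffer: 100 mM TEA (pH 7.6), 5 mM MgCl2, 0.01% Tween-20. Coupling enzyme GAPDH (100 nM final) supplies unstable 1,3-BPG in-well.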
# GLS inhibitor = inhibitors of human glutaminase (GLS). O94925. GLS enzymatic activity, qHTS titration. Potency, µM (series often up to 45.5 µM), for the others: at the top dose activity change, negative = inhibition, actives largely listed as inhibitors. 410,000 compounds, 0.21% hits. AID 624170; also: potency is read from the fitted curve at half-maximal effect; % is scaled to controls: 0 for no effect and ±100 for the full control effect
#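 Human kidney-isoform GLS in 45 mM KH2PO4 pH 8.2, 0.02% Tween-20, with compound, started with 1mM L-Glutamine (added stock). Glutamate oxidase/HRP/Amplex red coupled fluorescence read at start and after 30 min at RT.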
# TrxR1 substrate = rat thioredoxin reductase 1 substrate activity; purified TrxR1 substrate turnover, NADPH consumption readout; Potency, µM (doses to about 114 µM), for the others: at the highest dose activity change, negative = substrate turnover; 390,000 compounds, 0.01% hits; AID 588456; also: potency is read from the fitted curve at half-maximal effect; % is scaled to controls: 0 for no effect and ±100 for the full control effect; nearly all actives have a fitted effect of over 50% in size
#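 Rat TrxR1, dispensed at 90 nM, was prereduced with 400 uM NADPH (final) for 5 min at ~22 deg C, then incubated with compound 15 min before 400 uM selenite. A first-read NADPH fluorescence drop versus no-compound background flagged substrates.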
# Starred values were filed as active, the others as inactive; i = inactive; ? = inconclusive; nt = not tested or not shown; & = joins results of further samples; [ ] = dose if it differs, or a comment. Unless noted, calls follow the shape of the dose curve; as a rule, active = well fitted curve in the direction sought with a large enough effect; inconclusive = small, poorly fitted or top-dose-only effect, or another doubt; inactive = no such curve, though single readings can be large; an effect the other way counts as inactive or inconclusive.
# Order of values: mIDH1 inhibitor, TrxR1 inh, Pin1 inh, HP1b chromo inh, PI4K2A block, USP1-UAF1 inh, PGK inhibitor, GLS inhibitor, TrxR1 substrate
> O=C(Cc1cccs1)Nc1cc(S(=O)(=O)N2CCCCC2)ccc1Cl
→ 6%, 20%, -7%, 45%[activator], -1, -20%, -3%, -4%, 2%
> N#Cc1ccccc1OCC(=O)OCC(=O)c1ccc[nH]1
→ -9%, 15%, 2%, 30%, 1, -16%, -2%, -3%, -1%
> Cc1ccc(-c2nnn(CC(=O)N(Cc3cccs3)C(C(=O)NC3CCCCC3)c3ccco3)n2)o1 (configuration not stated)
→ -3%, 4%, 4%, 32%, 0, 5%, -2%, 0%, -9%
> CCOc1ccc(NC(=O)Cn2ccn3nc(-c4ccc(OC)c(OC)c4)cc3c2=O)cc1
→ nt, 13%[57.1 µM], -4%, 21%, -1, -15%, nt, 3%, 0%[57.1 µM]
> COc1ccc(C2/C=C\CN(S(=O)(=O)c3ccc(-c4ccccc4)cc3)CC(=O)N2Cc2ccc(F)cc2)cc1 (configuration not stated)
→ -15%, -1%&26%, 6%&8%, 7%&29%, -1, ?, 5%, 0%, -4%&10%
> CCOC(=O)C1(C(F)(F)F)N=C(c2cccnc2)OC(N2CCOCC2)=N1 (configuration not stated)
→ 2%, 14%[57.1 µM], -7%, 36%, 0, -7%, 2%, 14%, 13%[57.1 µM]
> CC1CCCCN1C(=O)C1CCN(S(=O)(=O)c2ccc(-n3cnnn3)cc2)CC1 (configuration not stated)
→ -5%, 27%, 0%, -10%, 2, -17%, -5%, -3%, 8%
> COc1ccc(CCNC(=O)CCCc2nnc3n(C)c(=O)c4sccc4n23)cc1OC
→ 1%, 20%, -4%, 25%, -5, -8%, -2%, -5%, 4%
> COc1ccccc1CN1CCN(S(=O)(=O)c2ccc(C)cc2)CC1
→ -2%, 2%[57.1 µM], -1%, ?, 0, -5%, -2%, 4%, 4%[57.1 µM]
> Cc1cc(C)n2nc(CCCO)nc2n1
→ -1%, 25%, -12%, 36%, -1, -16%, -9%, -3%, -1%
> CCN1CCCC1CNC(=O)c1ccc(N2CCOCC2)c(NS(=O)(=O)c2ccc(OC)cc2)c1 (configuration not stated)
→ -3%, -5%[11.4 µM], 4%, 30%, 0, -18%, -11%, 13%, 4%[11.4 µM]
> COc1ccc(C(=O)N[C@H](C(=O)Nc2cccc(S(=O)(=O)N3CCOCC3)c2)C(C)C)cc1
→ 5%, nt, nt, nt, -5, -10%, i, 7%, nt
> COc1ccc(C(C)=O)cc1COc1ccc(-n2cnnn2)cc1
→ 3%, -50%, 9%, 1%, -8, -8%, -3%, 10%, 14%
> Clc1ccc2nnc(Cl)n2n1
→ 0%, 21%, 0%, 12%, -7, -11%, -2%, ?, 11%
> O=C(NCCC1=CCCCC1)c1cc(COc2c(F)cccc2F)on1
→ -12%, 7%, 0%, 37%, 0, -19%, -2%, 0%, -6%
> COc1ccc(F)cc1S(=O)(=O)Nc1ccc(C)cc1
→ 14%, 10%[57.1 µM], 1%, 11%, 7, -3%, -5%, -1%, 6%[57.1 µM]
> COc1ccc(-c2[nH]c(-c3ccc(O)cc3)nc2-c2ccccc2)cc1
→ -8%, 2%, ?, -22%, 0, -21%, 13%, 7%, 31%[activator]
> CC1=CCC(COC(=O)Nc2ccccc2)CC1 (configuration not stated)
→ 2%, 1%[57.1 µM], 5%, 162%[activator], -8, -18%, -6%, 3%, 7%
> COc1ccc(C(=O)Nc2nc(-c3cccs3)cs2)cc1
→ 13%, -4%, -2%, 17%, 5, -21%, -7%, 4%, 12%
> CC(CCc1ccccc1)NC(=O)CNC(=S)N(Cc1cccs1)C1CCCC1 (configuration not stated)
→ -4%, 14%[57.1 µM], 3%, 37%, -5, -13%, 22%, 1%, 0%[57.1 µM]
> CN1CCN(c2ccc(NC(=O)c3ccc4c(c3)OCCO4)cc2Cl)CC1
→ 15%, 17%[57.1 µM], -2%, 10%, 12, 8%, -5%, 6%, -4%
> CCN(CC)c1nc2c(c(=O)[nH]c(=O)n2C)n1CCOc1ccccc1
→ 2%, 6%[57.1 µM], 3%, 5%, 1, -5%, -8%, 1%, 10%
> O=C(O)Cc1ccc(NC(=O)c2ccc(Cl)c(Cl)c2)cc1
→ -4%, 1%[57.1 µM], -8%, 5%, 6, -15%, i, 5%, -2%[57.1 µM]
> Oc1c(/C=N/c2ccccn2)sc2ccccc12
→ 2%, 23%, ?, -21%, -1, -19%, ?, 19%, 5%
> Cc1nc(NC(=O)C2CCCCC2C(=O)O)sc1C (configuration not stated)
→ -2%, 14%, -8%, 32%, -2, -10%, 0%, -2%, -2%
> Cc1c(-c2nc(-c3ccc4c(c3)OCO4)no2)nnn1-c1ccc(C(C)C)cc1
→ 11%, 19%[57.1 µM], -12%, 42%[activator], -7, -16%, -3%, 3%, 2%[57.1 µM]
> CC1CN=C(NS(=O)(=O)c2ccccc2)N1 (configuration not stated)
→ -10%, nt, nt, nt, 0, 2%, 2%, 1%, nt
> COc1ccc(OC)c(-c2nnc3n2N=C(c2ccc(OC)c(OC4CCOC4)c2)CS3)c1 (configuration not stated)
→ nt, -4%[57.1 µM], 4%, 43%[activator], -1, nt, -9%, 3%, -8%[57.1 µM]
> O=C(CCS(=O)(=O)c1ccc(Cl)cc1)Nc1ccc(F)cc1
→ 3%, 0%, 0%, 34%, 0, -14%, -5%, -2%, 0%
> COCCN(C(=O)CCC(=O)Nc1cc(C)on1)C(C(=O)NC1CCCC1)c1ccc(C)cc1 (configuration not stated)
→ 7%, 24%[57.1 µM], 13%, 44%[activator], -14, -7%, 2%, 1%, 11%[57.1 µM]
> COc1ccc(OC(=O)N(C)C[C@@H]2OCc3cn(nn3)CCCC(=O)N([C@@H](C)CO)C[C@H]2C)cc1
→ 13%, nt, nt, nt, 7, -25%, -8%, -14%, nt
> CC(=O)C1=C(O)C(=O)N(CCCn2ccnc2)C1c1ccc(Cl)cc1 (configuration not stated)
→ 7%, 3%, 19%, 48%[activator], 1, -18%, -10%, -12%, -7%
> CCSc1nnc(CNC(=O)C23CC4CC(CC(C4)C2)C3)n1C1CCCCC1
→ 2%, -6%, -9%, 22%, -2, -9%, -1%, -4%, -10%
> Nc1c(C(=O)N/N=C/c2cccnc2)cnn1-c1ccccc1
→ 0%, -8%, 3%, 25%, 3, -18%, 9%, 7%, -8%
> COc1cccc(-c2nnc(NC(C)=O)o2)c1
→ -3%, 23%, 0%, 29%, -17, -17%, i, 2%, 0%
> O=C(Cn1cnc2c(nnn2Cc2ccc(F)cc2)c1=O)NCc1ccco1
→ -4%, -29%, 7%, 8%, -8, -8%, -6%, -2%, 4%
> O=C(COC(=O)c1cc(-c2cccs2)nc2ccccc12)NC1CCS(=O)(=O)C1 (configuration not stated)
→ 6%, 12%[57.1 µM], 1%, 24%, -2, 2%, 1%, -1%, 59%[activator]
> COc1ccc(C2CC(=O)C3=C(C2)Nc2ccccc2N(C(C)=O)C3c2ccco2)cc1 (configuration not stated)
→ 4%, -3%[11.4 µM], 4%, 8%, 3, -10%, 3%, -1%, 1%[11.4 µM]
> CNC(=O)CN(Cc1ccccc1)S(=O)(=O)c1ccccc1
→ 1%, 19%, 1%, 29%, -1, -13%, 4%, 0%, 7%
> CCCn1nc(C(=O)N(C)CC(=O)Nc2ccc(OCC)c(OCC)c2)c2ccccc2c1=O
→ 3%, -9%, -8%, 10%, 2, -6%, 3%, 5%, -13%
> COc1cc(C(=O)N2CCN(C)C(C)C2)ccc1OC1CCN(C(C)=O)CC1 (configuration not stated)
→ 0%, 16%, -2%, 35%, 6, -23%, -6%, -7%, 0%
> COc1ccc(NC(=O)CSc2nnc(CCC(=O)Nc3ccc(C)c(Cl)c3)n2C)cc1
→ 0%, 22%, -10%, 24%, 1, -9%, nt, -1%, -2%[57.1 µM]
> O=S(=O)(/C=C/c1ccccc1)Nc1ccc2c(c1)OCO2
→ -2%, -2%[57.1 µM], 3%, 3%, 0, -8%, 11%, 16%, -2%
> c1ccc2sc(N3CCCN(Cc4nc(-c5cnccn5)no4)CC3)nc2c1
→ 1%, 1%, -3%, 51%[activator], -1, -20%, -3%, -3%, -1%
> CCOC(=O)c1sc2nc(CSCC(=O)OCc3ccc(C(=O)OC)o3)[nH]c(=O)c2c1C
→ 1%, -2%, ?, 7%, 2, -11%, -8%, 3%, 1%
> O=C(COc1ccc2c(c1)C(=O)CC1(CCCCC1)O2)NCc1ccccn1
→ 0%, -2%, 0%, 28%, 2, -11%, 4%, 0%, 114%[activator]
> Cc1nn(C)c2c1c(C(F)(F)F)cc(=O)n2C(C)C(=O)NCc1ccccc1Cl (configuration not stated)
→ 0%, -21%[57.1 µM], 3%, -9%, -1, 3%, 8%, -3%, -10%[57.1 µM]

# Reprinted at random: 2 records from the list
# Order of values: mIDH1 inhibitor, TrxR1 inh, Pin1 inh, HP1b chromo inh, PI4K2A block, USP1-UAF1 inh, PGK inhibitor, GLS inhibitor, TrxR1 substrate
> c1ccc2sc(N3CCCN(Cc4nc(-c5cnccn5)no4)CC3)nc2c1
→ 1%, 1%, -3%, 51%[activator], -1, -20%, -3%, -3%, -1%
> CCOC(=O)c1sc2nc(CSCC(=O)OCc3ccc(C(=O)OC)o3)[nH]c(=O)c2c1C
→ 1%, -2%, ?, 7%, 2, -11%, -8%, 3%, 1%

# A portion of the library, so the mix of outcomes need not match the whole.
